PI4K2A block: PI4K2A (human) kinase inhibition; activity change, negative = inhibition, % at 76.9 µM; AID 1346378; actives 0.13% (n = 420,000); purified PI4K2A, ADP-Glo luminescence, 1 h; active compounds read low; Q9BTU6; in the data active = activity change below about -50%; inconclusive = mostly about -30% to -49%;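 note: -100% = wells without enzyme as full effect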
Target sequence (Q9BTU6 whole entry, looked up): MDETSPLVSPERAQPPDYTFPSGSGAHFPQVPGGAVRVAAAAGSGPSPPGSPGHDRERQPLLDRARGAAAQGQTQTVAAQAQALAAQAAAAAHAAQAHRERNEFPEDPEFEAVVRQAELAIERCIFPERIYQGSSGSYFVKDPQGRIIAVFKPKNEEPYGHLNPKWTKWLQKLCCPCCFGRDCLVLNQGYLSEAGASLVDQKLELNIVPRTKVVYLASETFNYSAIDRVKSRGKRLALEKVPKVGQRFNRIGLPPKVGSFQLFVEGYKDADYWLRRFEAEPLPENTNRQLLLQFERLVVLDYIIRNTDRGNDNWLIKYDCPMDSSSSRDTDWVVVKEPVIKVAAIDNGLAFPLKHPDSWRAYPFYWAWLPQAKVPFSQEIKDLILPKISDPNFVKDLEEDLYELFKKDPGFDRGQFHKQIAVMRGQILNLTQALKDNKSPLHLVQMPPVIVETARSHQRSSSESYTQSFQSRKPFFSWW
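PI4K2A activity was measured by ADP-Glo luminescence: enzyme (4 ug/mL stock) and phosphatidylinositol (1.2 mM stock) in Tris pH 7.5/MgCl2/EGTA/Triton X-100 buffer were reacted with ATP (300 microM stock) for one hour at ambient temperature.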
G9a block: G9a (human) methyltransferase inhibition; Q96KQ7; G9a H3K9 monomethylation, AlphaScreen, 2 h; Potency, µM (titrated, usually from 102 µM), for the others: at the highest dose activity, negative = inhibition, most hits filed as inhibitors; actives 8.8% (n = 350,000); AID 504332; note: potency is the fitted concentration of half-maximal effect; % is set by controls: 0 for no effect and ±100 for the full control effect; nearly all actives have a fitted effect of over 75% in size
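Step 1: enzyme (final 20 nM) with compound, 15 min RT. Step 2: substrate peptide 500 nM and SAM 20 uM, 2 h RT. Step 3: anti-H3K9me1 antibody and AlphaScreen beads, 10 min, then plate read.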
ERG Ets-DNA blk: blocks human ERG Ets domain binding to DNA. P11308. fluorescence polarization, His-ERG Ets domain / labelled DNA. Potency, µM (titrated, usually from 76.9 µM), for the others: at the top dose FP activity, negative = inhibition, most hits filed as inhibitors. actives 0.028% (n = 370,000). AID 624246; active = well fitted inhibition curve with a large enough effect in the polarisation, with a control signal flat; inconclusive = small, poorly fitted or top-dose-only effect, or effect the other way, or a change in a side signal; inactive = no such curve, though single readings can be large or run the other way; the % refers to the polarisation;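 note: polarization taken with two DNA probes labelled with fluorescein and Texas red; potency is the fitted concentration of half-maximal effect; % of control where 0% means no effect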
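His-tagged ERG Ets domain (1 uM in the protein solution; 300mM KCl, 50mM Tris-HCl, 1mM EDTA, 1mM DTT, pH 7.5) received compound, then a probe mix of 5 nM fluorescein-DNA and 100nM Texas-615-DNA. Fluorescence polarization was read for both dyes.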
PGK inhibitor: inhibitors of T. brucei phosphoglycerate kinase; PGK/GAPDH coupled, Kinase-Glo luminescence, 60 min; Potency, µM (doses to about 57.5 µM), for inactives: at the top dose activity change, negative = inhibition, hits mostly inhibitors; actives 0.043% (n = 380,000); note: potency is the fitted concentration of half-maximal effect; % is set by controls: 0 for no effect and ±100 for the full control effect; nearly all actives have a fitted effect of over 60% in size
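Recombinant glycosomal PGK reaction used 1,3-bisphosphoglycerate generated in-well by GAPDH (100nM final) in 100mM TEA pH 7.6, 5mM MgCl2, 0.01% Tween-20. After 60 minutes at room temperature, ATP was read by Kinase-Glo Plus luminescence end-point.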
GLS inh: inhibitors of human glutaminase (GLS) | AID 624170 | actives 0.21% (n = 410,000) | O94925 | Potency, µM (highest dose often 45.5 µM), inactives show at the top dose activity change, negative = inhibition, hits mostly inhibitors | GLS enzymatic activity, qHTS titration; note: potency is the fitted concentration of half-maximal effect; % is set by controls: 0 for no effect and ±100 for the full control effect
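hKGA in 45 mM KH2PO4 pH 8.2, 0.02% Tween-20 with pin-transferred compounds; 1 mM L-glutamine (stock) plus glutamate oxidase/HRP/Amplex Red coupling added. Fluorescence read initially and after 30 min at RT.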
BAZ2B block: blocks human BAZ2B; AID 504333; AlphaScreen BAZ2B-H3K14Ac peptide displacement; Q9UIF8; actives 4.4% (n = 360,000); Potency, µM (doses to about 114 µM), for the others: top-dose activity change, negative = inhibition, usual class: inhibitors; note: potency is the fitted concentration of half-maximal effect; % is set by controls: 0 for no effect and ±100 for the full control effect; nearly all actives have a fitted effect of over 60% in size
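Protein-peptide AlphaScreen: BAZ2B 50 nM, b-H3K14Ac 50 nM, 1x PBS pH 7.4 + 0.01% Tween-20. Preincubation 30 min RT; cpd 30 min RT (top 110 uM); beads 20 min RT, light-protected.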
JMJD2A Tudor inh: inhibitors of human JMJD2A Tudor domain. actives 4.4% (n = 390,000). O75164. AID 504339. AlphaScreen JMJD2A-Tudor / H3K4me3 peptide binding. Potency, µM (top dose mostly 114 µM), inactives show at the highest dose activity change, negative = inhibition, most hits filed as inhibitors; note: potency is the fitted concentration of half-maximal effect; % is set by controls: 0 for no effect and ±100 for the full control effect; nearly all actives have a fitted effect of over 50% in size
Pin1 inh: inhibitors of human Pin1. Q13526. actives 0.009% (n = 390,000). Pin1 FP peptide displacement, HiFluor488, 10 min. Potency, µM (series often up to 115 µM), for the others: at the highest dose activity, negative = inhibition, hits mostly inhibitors; active = well fitted inhibition curve with a large enough effect in the polarisation, with a control signal flat, not every such curve was filed as active; inconclusive = small, poorly fitted or top-dose-only effect, or effect the other way, or a change in a side signal; inactive = no such curve, though single readings can be large or run the other way; the % refers to the polarisation; note: potency is the fitted concentration of half-maximal effect; % is set by controls: 0 for no effect and ±100 for the full control effect
Target sequence (Q13526 whole entry, looked up): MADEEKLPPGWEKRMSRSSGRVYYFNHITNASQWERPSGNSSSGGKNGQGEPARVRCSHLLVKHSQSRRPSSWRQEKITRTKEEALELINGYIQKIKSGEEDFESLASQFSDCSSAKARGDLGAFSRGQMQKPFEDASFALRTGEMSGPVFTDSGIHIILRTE
HP1b chromo inh: inhibitors of HP1-beta chromodomain binding to methylated histone tails. AlphaScreen HP1-beta / biotin-H3K9me3 peptide binding. actives 0.56% (n = 390,000). Potency, µM (titrated, usually from 114 µM), for the others: at the top dose activity change, negative = inhibition, actives largely listed as inhibitors. AID 540317. P83916; note: potency is the fitted concentration of half-maximal effect; nearly all actives have a fitted effect of over 70% in size; inactives centre near 23
Target sequence (P83916 whole entry, looked up): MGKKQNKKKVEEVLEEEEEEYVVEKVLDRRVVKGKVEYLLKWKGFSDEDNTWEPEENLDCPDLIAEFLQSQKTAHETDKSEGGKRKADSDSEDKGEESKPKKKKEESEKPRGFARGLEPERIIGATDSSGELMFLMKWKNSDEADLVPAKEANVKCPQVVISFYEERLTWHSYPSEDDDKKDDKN
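AlphaScreen: HP1-beta (50 nM) preformed 30 min with biotin-H3(1-18)K9me3 peptide (50 nM) in PBS pH 7.4, 0.01% Tween-20. Compound added for 30 min at RT, then streptavidin donor/nickel chelate acceptor beads (10 ug/mL) for 30 min.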
* = called active by the depositor; i = inactive; ? = inconclusive; . = not tested or not shown; & = joins results of further samples; [ ] = remark or other dose. Unless noted, calls come from the whole dose curve; as a rule, active = well fitted curve in the direction sought with a large enough effect; inconclusive = small, poorly fitted or top-dose-only effect, or another doubt; inactive = no such curve, though single readings can be large; an effect the other way counts as inactive or inconclusive.

Screens in order: ERG Ets-DNA blk	G9a block	GLS inh	Pin1 inh	JMJD2A Tudor inh	PGK inhibitor	HP1b chromo inh	PI4K2A block	BAZ2B block
- CCCn1c(SCC(=O)Nc2cccc(S(=O)(=O)NC3=NCCCCC3)c2)nc2ccccc2c1=O
  14%	23%	0%	32%[activator]	?	-4%	-12%	-3	-27%
- O=C(CN1C(=O)NC2(CCc3ccccc32)C1=O)Nc1cccc(F)c1 (stereo unspecified)
  -7%	?	3%	3%	-4%	-1%	13%	-2	-23%
- CC1CCCN(C(=O)CN2C(=O)C(C)Oc3ccccc32)C1 (stereo unspecified)
  -3%	11%	0%	3%	11%	3%	15%	-1	-22%
- CCOc1cc(C2c3c(oc4ccccc4c3=O)C(=O)N2Cc2ccccc2Cl)ccc1O (stereo unspecified)
  -1%	-1%[59 µM]	0%	-7%	-8%	8%	25%	0	-9%
- O=C(NC12CCC(O)C(SC1)/C2=N/O)c1ccccc1 (stereo unspecified)
  -3%	8%[12.7 µM]	0%	3%	-13%	-8%	7%	0	1%
- Cc1ccc(/C=C/C(=O)N2CC(=O)Nc3ccccc32)o1
  -10%	?	-10%	-4%	-31%	-11%	-25%	4	?
- COc1cccc(-c2cc(C(F)(F)F)nc(N3CCN(c4ccccc4)CC3)n2)c1
  12%	.	4%	3%	4%	-8%	65%[activator]	2	-1%
- O=C(c1ccc(Cl)cc1)C1CCCN(Cc2cccn2-c2ccccn2)C1 (stereo unspecified)
  -1%	?	3%	-1%	-27%	5%	13%	12	?
- CC(C)(C)CC(=O)Nc1ccc(Nc2ccccc2)cc1
  -2%	.	-3%	-3%	-24%	6%	-2%	2	-30%
- Cc1cccnc1NC(=O)c1csnn1
  -3%	?	1%	8%	-7%	7%	30%	1	-4%
- Cc1ccc2c(c1)C(=O)C(=O)N2Cc1ccc(F)cc1
  5%	.	4%	1%	?	i	?	7	.
- CCOc1cc(CNn2nnnc2N)cc(Cl)c1OCC(=O)NC(C)(C)C
  1%	14%	-1%	2%	-5%	i	59%[activator]	1	6%
- COCC(=O)Nc1cc([N+](=O)[O-])ccc1OC
  1%	7%[59 µM]	1%	0%	-6%	-4%	3%	4	6%
- CC1Cc2cc(/C=C3/SC(N4CCC(C(N)=O)CC4)=NC3=O)ccc2O1 (stereo unspecified)
  -3%	8%	0%	2%	-14%	-6%	-7%	5	2%
- Cc1nn(C(C)C(=O)N2CCN(c3ccccn3)CC2)c(=O)c2cc3occc3n12 (stereo unspecified)
  5%	10%[59 µM]	-4%	-14%	-7%	-1%	33%	3	-5%
- Cc1c(C(=O)N2CCCC2)c(S(=O)(=O)Nc2ccccc2)c(C)n1C
  -3%	-18%	-8%	-7%	-18%	-9%	12%	1	-17%[57.1 µM]
- COC(=O)C(Cc1ccccc1)NC(=O)CCNC(=O)c1ccc(Br)cc1 (stereo unspecified)
  -4%	-1%	-7%	4%	-8%	-4%	13%	-4	9%
- CN(Cc1ccco1)c1ncnc2ccc(-c3ccccc3Cl)cc12
  .	-36%[12.7 µM]	17%	-1%	?	0%	21%	-5	-30%
- Cc1ccc(C(=O)N/C(=C\c2cn(C)c3ccccc23)C(=O)OCCN(C)C)cc1
  -2%	-2%	-9%	1%	-22%	13%	-12%	-1	-12%
- CCc1nc(SCC(=O)Nc2nc3c(s2)CCCC3)c2ccccc2n1
  7%	-2%[59 µM]	-2%	13%	?	-2%	11%	-3	-36%[57.1 µM]

The results go on.
Screens in order: ERG Ets-DNA blk	G9a block	GLS inh	Pin1 inh	JMJD2A Tudor inh	PGK inhibitor	HP1b chromo inh	PI4K2A block	BAZ2B block
- CCn1cc([N+](=O)[O-])c(C(=O)N2CCCC2)n1
  -3%	11%[59 µM]	4%	-3%	-11%	3%	40%	-1	7%
- COc1ccc(CN2CCN(C(=O)c3cccs3)CC2)cc1
  9%	10µM*	0%	-8%	1.3µM*	-1%	?	-1	56µM*
- Cc1cc(F)c(F)c(C(=O)N2CCC(C)CC2)c1Cl
  -4%	-22%	-1%	-7%	3%	9%	55%[activator]	0	-11%
- NC(=O)CNc1n[nH]c(=S)[nH]c1=O
  1%	.	9%	-17%	20µM*	2%	-4%	2	-5%
- CCOc1ccc(C2CC(=O)Nc3cc4c(cc32)OCO4)cc1OC (stereo unspecified)
  2%	?	2%	?	-27%	-1%	16%	1	?
- O=C(CN1CCN(c2ccccc2O)CC1)Nc1ccc(S(=O)(=O)N2CCCCCC2)cc1
  -1%	45µM*	25%	6%	-23%	-2%	2%	3	-6%
- Cc1ccc(S(=O)(=O)C2(C(=O)NC3CCCCC3)CC2)cc1
  8%	-1%[59 µM]	-18%	-7%	-11%	i	75%[activator]	11	-33%
- COc1cc(/C=N/Nc2nc(C)nc3c2cnn3-c2ccccc2)ccc1O
  2%	-5%	16%	?	-12%	3%	13%	-7	-14%
- Cc1cccc(OCCC(=O)Nc2ccc(Cl)cc2F)c1
  -4%	-14%[0.501 µM]	-17%	-3%	45%[activator]	i	109%[activator]	2	3%
- CCOC(=O)CNC(=O)c1cc(-c2ccc3c(c2)OCCO3)oc1C
  -1%	-8%[12.7 µM]	6%	11%	-20%	4%	-7%	8	8%
- Cn1c(CN2CCOCC2)nc2cc(NC(=O)c3ccccc3[N+](=O)[O-])ccc21
  0%	-23%[59 µM]	-14%	-12%	0%	4%	33%	7	-10%
- COC(=O)c1sccc1S(=O)(=O)N(CC(=O)Nc1c(C)cccc1C)c1ccc(C)c(C)c1
  8%	3%[59 µM]	3%	12%	-11%	-2%	43%[activator]	0	-4%
- O=C(CSc1ccccc1)N1CCc2c([nH]c3ccccc23)C1c1ccc(F)cc1 (stereo unspecified)
  2%	-28%[59 µM]	3%	0%	?	i	2%[57 µM]	0	?
- CCOC(=O)CC1C(=O)NCCN1Cc1ccc(OC)c(OC)c1 (stereo unspecified)
  -5%	-1%	-5%	-5%	-7%	2%	49%[activator]	1	7%
- CCCCn1c(/N=C/c2c[nH]c3ccccc23)nc2ccccc21
  .	4%	2%	22%	?	i[11.5 µM]	-15%	-2	?
- CCCOc1ccc(CNC(=O)C2CCN(c3nn4c(=O)cc(C)nc4s3)CC2)cc1
  9%&3%	14%	4%&-10%	-6%&-11%	11%&-5%	-1%	29%&65%	-2&6	-14%&2%
- COc1ccc(NS(=O)(=O)c2ccc(-c3coc(C)n3)cc2)c(OC)c1
  5%	-29%	7%	2%	-22%	-1%	53%[activator]	10	-32%
- O=C(CN1CCN(C(=O)c2ccc(OCc3cn4ccccc4n3)cc2)CC1)Nc1cccc(F)c1
  2%	.	-5%	3%	-13%	-8%	9%[57 µM]	-4	.
- CCCNC(=O)C1CNc2ccccc2O1 (stereo unspecified)
  0%	26%[2.33 µM]	11%	-3%	-12%	0%	14%	-9	-6%
- COc1cccc(-c2ccc(=O)n(CC(=O)Nc3cc4c(cc3NC(C)=O)OCCO4)n2)c1
  -4%	11%	-1%	10%	-14%	3%	9%	-1	4%

Remaining list, next part
Screens in order: ERG Ets-DNA blk	G9a block	GLS inh	Pin1 inh	JMJD2A Tudor inh	PGK inhibitor	HP1b chromo inh	PI4K2A block	BAZ2B block
- Cc1sc2ncn(-n3c(C)ccc3C)c(=O)c2c1C
  4%	-2%[59 µM]	3%	-4%	-33%	-10%	-8%	7	-1%
- COc1ccc(NS(=O)(=O)c2cccc(C(=O)N/N=C(\C)c3ccc(-n4ccnc4)cc3)c2)cc1
  -1%	-2%[12.7 µM]	7%	2%	-19%[57.1 µM]	-9%	45%	2	-9%
- COC(=O)Cc1csc(Nc2ccccc2)n1
  8%	-2%[59 µM]	4%	-5%	-15%	-6%	16%	-3	-21%
- COc1ccc(N2CCN(S(=O)(=O)c3ccc(Br)s3)CC2)cc1
  -5%	-39%[2.33 µM]	.	4%	18%	3%	18%	4	-37%
- O=C(CSc1nnc(CNC(=O)C23CC4CC(CC(C4)C2)C3)n1-c1ccc(F)cc1)Nc1ccc(F)cc1
  10%	12%	0%	-7%	1%	-2%	40%[activator]	-1	-4%
- CSCCC(NC(=O)c1ccco1)C(=O)Nc1ccc(C)c(S(=O)(=O)N2CCOCC2)c1 (stereo unspecified)
  8%	19%[0.501 µM]	1%	11%	-25%	-7%	-2%	7	-4%
- CCc1cc(C(=O)c2ccc(Br)cc2)c(NC(=O)CN(CC)CC)s1
  10%	27%	-1%	-1%	-35%	-3%	8%	-3	?
- Nc1c(Cl)ncnc1N1CCN(c2ncnc(Cl)c2N)CC1
  -2%	6%	12%	-4%	-15%	.	46%[activator]	-4	-5%
- Cc1c(Cl)cccc1S(=O)(=O)N1CCC(C(=O)NNC(=O)C2CC2)CC1
  1%	2%	12%	-1%	-3%	-2%	12%	-7	-15%

Compound activity as filed in PubChem.
